NALP1 yeast inh = inhibitors of NALP1 inflammasome in yeast | S. cerevisiae NALP1/ASC/caspase-1 growth, X-gal OD620, 72 h | inhibition, % at 10 µM | hit rate 0.61% among 280,000 | AID 2071; in the data active means inhibition mostly above about 24%, no sharp cut-off; inactive means mostly below about 32%; further: some compounds called inactive have numbers as strong as hits
PfM18AAP inh = blocks P. falciparum M18 aspartyl aminopeptidase. recombinant PfM18AAP, H-Glu-NHMec fluorogenic cleavage. inhibition, % at 7.35 µM. hit rate 1.2% among 290,000. AID 1822;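 active means inhibition above the campaign mean inhibition over all tested compounds plus 3 SD, cut at about 28% in these data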;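 further: 0% = plate median of test compound wells and 100% = 2 mM ZnCl2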
VIM-2 inh = inhibitors of Pseudomonas aeruginosa VIM-2 metallo-beta-lactamase. purified VIM-2, nitrocefin hydrolysis, epi-absorbance fluorescence. inhibition, % at 5.6 µM. hit rate 0.89% among 290,000;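 active means inhibition above the mean of all tested compounds plus 3 SD, cutoff set per screening run, cut at about 7.5% in these data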;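 further: red hydrolysis product quenches plate fluorescence so inhibitors raise well fluorescence; 0% = enzyme with DMSO and 100% = DMSO without enzyme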
MEKK2mut PB1 HTS = signal of MEK5 binding to mutant human MEKK2 PB1 domain; hit rate 0.35% among 290,000; percent response, % at 10 µM; bead flow cytometry, Alexa488-MEK5 binding to MEKK2 mutant; in the data active means percent response above about 24%, passing the limit was not always enough; further: inactives centre near 1; some results filed as inactive read as strong as hits
UBC9 SUMO inh = blocks human SUMOylation mediated by UBC9; P63279; HTRF SUMOylation assay, SAE1/SAE2 + UBC9, in vitro; inhibition, % at 35 µM; hit rate 0.36% among 290,000; in the data active means inhibition above about 50%, passing the limit was not always enough; further: strong numbers were not always called active
Target sequence (P63279 whole entry, looked up): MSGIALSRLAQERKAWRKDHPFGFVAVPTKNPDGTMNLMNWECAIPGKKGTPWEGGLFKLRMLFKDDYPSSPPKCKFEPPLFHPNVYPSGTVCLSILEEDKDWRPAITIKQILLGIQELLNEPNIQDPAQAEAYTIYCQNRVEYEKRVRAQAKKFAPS
FID counter = counter-screen for HCV NS3 helicase inhibitors: DNA intercalator displacement; AID 1845; inhibition, % at 7.9 µM; DNA fluorescent intercalator displacement, fluorescence; hit rate 0.17% among 290,000; in the data active means inhibition above about 37%;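 further: 0% = vehicle and 100% = reference compound; higher means more ethidium bromide displaced from hairpin DNA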
IMP-1 inh = blocks Pseudomonas aeruginosa IMP-1 metallo-beta-lactamase; purified IMP-1, nitrocefin hydrolysis, epi-absorbance fluorescence; inhibition, % at 5.6 µM; hit rate 0.45% among 290,000; AID 1556;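 active means inhibition above the mean plus 3 SD of all compounds in the same screening run, cut at about 4.5% in these data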;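 further: 0% = IMP-1 with DMSO and 100% = DMSO wells lacking enzyme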
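System: purified IMP-1; amount: IMP-1 0.2 nM before substrate addition; compound: single dose, 5.6 µM; times: 25 °C, 15 min preincubation, 25 min reaction; signal: Epi-absorbance via hydrolysed-nitrocefin quenching of white-plate fluorescence, 480/530 nm, EDTA stop; benchmarks: DMSO with and without IMP-1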
MEKK2 WT-MEK5 = raises or lowers MEK5 binding to wildtype human MEKK2 PB1 domain; Q9Y2U5; bead flow cytometry, Alexa488-MEK5 binding to MEKK2 WT; actives lie on both sides; binding response (% of control), % at 10 µM; hit rate 1.1% among 290,000; in the data active means binding response below about 67% or above about 130%
HCV NS3 hel inh = HCV NS3 helicase inhibition; inhibition, % at 10.9 µM; hit rate 0.56% among 290,000; NS3 helicase DNA unwinding, Cy5 molecular beacon fluorescence; AID 1800;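 active means inhibition above the mean of all tested compounds plus 3 SD, set per campaign, cut at about 35% in these data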;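 further: 0% = DMSO wells and 100% = thioflavine S control wells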
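Assay system – hepatitis C virus NS3 helicase domain fragment enzyme · Buffer or medium – MOPS pH 6.5, MgCl2, DTT, Tween20, BSA · Reagent – Cy5/quencher beacon DNA duplex and ATP to start · Compound – single 10.9 µM dose · Timing – 1 h at 25 °C · Technique – Cy5 beacon fluorescence read at start and 1 h · Measure – % inhibition of unwinding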
The depositor's hits bear a star; . = not tested or not shown. The order is random, and some 4.7% of all compounds hit somewhere here.

SMILES	NALP1 yeast inh	PfM18AAP inh	VIM-2 inh	MEKK2mut PB1 HTS	UBC9 SUMO inh	FID counter	IMP-1 inh	MEKK2 WT-MEK5	HCV NS3 hel inh
COc1ccc(-c2csc(N(CC3CCCO3)C(=O)c3cccs3)n2)cc1 (stereo not drawn)	0	10	-1.4	-1	-10	-9	-1.8	96	-2
Cc1ccc(NS(=O)(=O)c2ccc(OCC(=O)NCc3cccnc3)cc2)cc1	26	-7	-3.8	-1	4	-24	-2.3	95	-19
Cc1nn(C)c(C)c1S(=O)(=O)N1CCCC(C(=O)NCC2COc3ccccc3O2)C1 (stereo not drawn)	-16	-8	0.3	2	4	-18	-6.0	105	-4
Cc1ccccc1NC(=O)c1cc2c(C)nc3ccccc3c2o1	7	-1	1.0	3	-11	-3	-2.1	100	11
Cc1ccc(S(=O)(=O)Nc2cc(=O)[nH]c(SCc3ccc(Cl)cc3)n2)cc1	-15	0	-4.2	-1	-15	3	-2.9	111	2
c1ccc(C2=Nc3ccccc3OC2)cc1	10	31*	-2.6	2	6	0	-0.8	105	2
O=C(NC1CCCCCC1)C1CCN(C(=O)Cc2ccccc2)CC1	11	5	-1.2	6	1	-12	-3.8	107	1
Cc1ccc(CNC(=O)C2CCN(S(=O)(=O)N3CC(C)CC(C)C3)CC2)cc1 (stereo not drawn)	26	-4	-0.1	-1	.	-29	0.3	100	1
COc1cccc2[nH]c3c(=O)[nH]cnc3c12	2	4	-1.3	14	0	-8	-4.5	109	-10
CCOC(=O)c1nn(-c2ccc(F)cc2)c(=O)c(C#N)c1C	14	1	0.2	0	16	0	-2.4	101	-4
COc1ccc(Cl)cc1S(=O)(=O)N(C)CC(=O)NCc1ccccn1	0	5	-1.2	2	16	-5	-2.0	101	-8
CC(C)Oc1c(Cl)cc(CNC(C)(C)CO)cc1Cl	7	-4	-3.6	3	5	1	-3.5	109	6
O=C(N[C@@H](Cc1ccccc1)C(=O)OCc1ccccc1)c1nc[nH]c1C(=O)NCc1ccccc1	4	-3	-3.0	3	-31	-20	-3.5	104	-19
CCCNC(=O)COCc1cc(-c2ccc3c(c2)OCO3)on1	5	4	-2.5	0	-6	-8	-1.6	100	13
CCOC(=O)c1c([N+](=O)[O-])c(C)[nH]c(=O)c1C#N	11	1	-3.9	3	14	-5	-3.1	94	15
Cc1cccc(C(=O)Nc2cccc(C(=O)N/N=C/c3ccncc3)c2)c1	5	-4	-0.4	-2	26	-10	-2.6	95	-2
CN(CCCCOc1ccc(F)cc1)Cc1ccccc1	24	-5	1.0	-1	4	29	1.2	97	-12
Cc1ccc(NC(=S)NCc2cccnc2)cc1	6	10	-0.1	3	-19	-1	-4.4	102	0
Cn1c(CCN2CCN(c3ccccn3)CC2)nc2cc(NS(=O)(=O)c3ccccc3)ccc21	20	6	-4.8	-11	-6	11	-1.9	95	-19
CCOC(=O)c1cc(NC(=O)N2CCCc3ccccc32)c(C)nc1C	16	0	-2.1	.	11	-5	-1.3	.	1
O=[N+]([O-])c1cc(S(=O)(=O)N2CCCCC2)ccc1NCCN1CCOCC1	3	-11	-4.9	-2	8	-4	-3.0	96	-7
CCOC(=O)CNC(=O)/C(=C\c1ccc(F)cc1)NC(=O)c1ccccc1	-3	-14	-1.1	-7	17	-2	-2.3	89	-2
O=C1CSC(c2cccc(Cl)c2Cl)N1c1ccccn1 (stereo not drawn)	0	-1	-1.5	-1	-8	-15	0.0	98	-6
COc1ccccc1C(=O)NNC(=S)NC(=O)c1cccs1	-9	13	-3.3	5	-10	-18	-4.3	105	6
CC[N+]1(CC)CC2=Cc3c(ccc4ccccc34)C(C)C2C1 (stereo not drawn)	-20	3	-3.9	4	6	8	-3.0	109	-15
O=C(NC1CCCC1)C(c1ccc(F)cc1)N(Cc1ccc(F)cc1)C(=O)c1ccn[nH]1 (stereo not drawn)	6	-1	-1.3	1	-1	-26	-2.8	102	-1
CCOC(=O)c1sc(NC(=S)NC(=O)C2CCCC2)cc1C	13	-7	-1.0	0	-18	2	0.6	99	-2
N#Cc1cc([N+](=O)[O-])ccc1NCCc1ccccn1	26	-1	-1.2	-4	-18	1	-0.8	95	2
Cc1ccc(OCC(=O)NC(C)c2ccc(Cl)c(Cl)c2)c([N+](=O)[O-])n1 (stereo not drawn)	-1	-5	-4.3	-2	-12	-9	-2.9	93	-3
CSc1ccccc1NC(=O)CN(C)Cc1cc(=O)n2ccsc2n1	-9	1	-3.2	-14	7	-4	-4.2	86	-15
Cc1cc(NC(=O)c2ccccc2[N+](=O)[O-])ccc1Br	2	3	-1.3	-3	5	13	-3.0	101	11
CCOc1ccc(CN(C)C(=O)c2ccc(NC(=O)CC3SC(N4CCCC4)=NC3=O)cc2)cc1 (stereo not drawn)	11	-18	-0.6	1	20	-55	-1.5	102	-2
COc1cc(OC)cc(C(=O)Nn2c(C)nc3ccccc3c2=O)c1	2	-8	-0.7	.	5	-1	-0.6	.	5
Cc1nnc(SCc2ccc(F)cc2Cl)s1	5	-9	-3.2	3	4	-2	-1.2	101	-5
Cc1cccnc1NCC(O)COc1ccccc1 (stereo not drawn)	.	1	-0.5	0	-4	0	-1.7	102	1
CCc1ccc(CN(Cc2cccnc2)C(=O)/C=C/c2ccc(OC)cc2)cc1	12	6	-3.8	32*	14	-25	-2.0	138*	-68
CCOC(=O)C1C(=O)NC(N2CCCCC2)=NC1c1ccco1 (stereo not drawn)	1	-5	0.0	1	5	-2	-1.7	105	-1
CC(C)Sc1nnc(NC(=O)c2ccco2)s1	0	-4	-2.9	-2	-10	-5	-3.6	94	-4
CCn1cc(CN(C)S(=O)(=O)c2cccc([N+](=O)[O-])c2)cn1	-8	0	-1.6	6	5	-1	-1.1	96	3
COc1ccc(C=O)cc1CN1CCCN(Cc2ccc(Cl)cc2)S1(=O)=O	2	-3	-1.0	-3	4	-21	0.0	99	-13
COc1ccc(-c2csc3nc(C)nc(N4CCN(c5ccc(C(C)=O)cc5)CC4)c23)cc1OC	3	-4	-0.9	8	-45	-21	-2.9	104	-23
COc1ccccc1NC(=O)CCc1nc(-c2ccccc2F)no1	5	-14	2.3	-15	20	-13	0.4	83	-1
COc1ccc(-c2nc3nc(C)cc(C)n3n2)cc1	3	3	-1.5	-2	31	-5	-3.9	100	3
O=C(CSc1nnc(-c2cccnc2)o1)Nc1ccccc1Br	9	-2	0.2	-1	29	-5	-1.7	103	-4
N#CC1=C(Nc2ccc(Br)cc2)CCC1	7	2	-1.5	-4	-28	1	-1.7	96	-7
COCCCNC(=O)CC(NS(=O)(=O)c1ccc(C)cc1)c1ccc(OC)cc1 (stereo not drawn)	-6	-6	-4.9	1	1	-9	-2.8	97	-2
CCN(CC)C(=O)C1CC(c2ccc(OC)cc2)=NO1 (stereo not drawn)	13	1	-1.7	-1	1	-3	-0.7	93	6
Cc1cc(=O)n2[nH]c(NCc3ccccc3F)nc2n1	-10	-7	-0.9	0	11	-2	-2.2	112	4
CCOC(=O)c1c(CSc2ccccc2)oc2ccc(O)cc12	5	0	-3.0	-2	-1	-15	-1.2	101	-11
O=C(OCC(=O)N1c2ccccc2Sc2ccccc21)C1CC(=O)N(Cc2ccco2)C1 (stereo not drawn)	-4	2	-2.1	1	18	-35	-4.2	104	-9
O=C(Cc1cccs1)N/N=C\c1ccc(O)cc1	15	-17	-0.9	-3	5	-5	0.7	101	5
C=CCNC(=S)N/N=C/c1ccc(-c2ccc(OC)cc2)o1	20	11	2.5	0	8	-10	-1.2	104	2
CC(C)COC(=O)NCCOC(=O)Nc1cccc(Cl)c1	13	6	-3.1	8	0	-13	-0.8	116	6
COc1ccc(CCNc2ccc(S(=O)(=O)N3CCCC3)cc2[N+](=O)[O-])cc1	.	-2	-0.7	-1	-5	3	-2.5	107	4
O=C(NCc1nc2ccccc2[nH]1)C1=C[C@H](c2ccc3c(c2)OCO3)C[C@H](OCc2ccc(CO)cc2)O1	13	0	-1.9	-20	-13	-19	-0.7	70	-14
COC(=O)Cc1c(CSc2ccccc2)oc2ccc(O)c(CN(C)C)c12	-5	5	1.3	7	4	-1	-1.4	113	-27
COc1cc(OC)c(NC(=O)c2csc(C)c2)cc1Cl	11	5	-3.0	5	3	-8	-1.4	104	-1
CCOC(=O)N1CCN(S(=O)(=O)c2ccc(OCC(=O)OC)c(Cl)c2)CC1	9	0	-0.8	-2	-15	-12	5.0*	96	10
Cc1ccc(NC(=O)N2CCCN(C(=O)OC(C)(C)C)CC2)cc1Cl	4	0	-0.7	2	-20	-20	-1.5	103	-2

Filtered by structure: those above containing a furan ring, fused or not (seven)
SMILES	NALP1 yeast inh	PfM18AAP inh	VIM-2 inh	MEKK2mut PB1 HTS	UBC9 SUMO inh	FID counter	IMP-1 inh	MEKK2 WT-MEK5	HCV NS3 hel inh
Cc1ccccc1NC(=O)c1cc2c(C)nc3ccccc3c2o1	7	-1	1.0	3	-11	-3	-2.1	100	11
CCOC(=O)C1C(=O)NC(N2CCCCC2)=NC1c1ccco1 (stereo not drawn)	1	-5	0.0	1	5	-2	-1.7	105	-1
CC(C)Sc1nnc(NC(=O)c2ccco2)s1	0	-4	-2.9	-2	-10	-5	-3.6	94	-4
CCOC(=O)c1c(CSc2ccccc2)oc2ccc(O)cc12	5	0	-3.0	-2	-1	-15	-1.2	101	-11
O=C(OCC(=O)N1c2ccccc2Sc2ccccc21)C1CC(=O)N(Cc2ccco2)C1 (stereo not drawn)	-4	2	-2.1	1	18	-35	-4.2	104	-9
C=CCNC(=S)N/N=C/c1ccc(-c2ccc(OC)cc2)o1	20	11	2.5	0	8	-10	-1.2	104	2
COC(=O)Cc1c(CSc2ccccc2)oc2ccc(O)c(CN(C)C)c12	-5	5	1.3	7	4	-1	-1.4	113	-27

Assay outcomes: PubChem BioAssay, several laboratories
